# Screening data (PubChem BioAssay)
# 12-LOX inh: blocks human arachidonate 12S-lipoxygenase. purified 12hLO, xylenol orange hydroperoxide absorbance. Potency, µM (top dose mostly 108 µM), for the others: at the highest dose activity change, negative = inhibition, usual class: inhibitors. hit rate 1.1% among 580,000; active means well fitted inhibition curve with a large enough effect; inconclusive means small, poorly fitted or top-dose-only effect, or another doubt; inactive means no such curve, though single readings can be large or run the other way
# Target sequence (P18054 whole entry, looked up): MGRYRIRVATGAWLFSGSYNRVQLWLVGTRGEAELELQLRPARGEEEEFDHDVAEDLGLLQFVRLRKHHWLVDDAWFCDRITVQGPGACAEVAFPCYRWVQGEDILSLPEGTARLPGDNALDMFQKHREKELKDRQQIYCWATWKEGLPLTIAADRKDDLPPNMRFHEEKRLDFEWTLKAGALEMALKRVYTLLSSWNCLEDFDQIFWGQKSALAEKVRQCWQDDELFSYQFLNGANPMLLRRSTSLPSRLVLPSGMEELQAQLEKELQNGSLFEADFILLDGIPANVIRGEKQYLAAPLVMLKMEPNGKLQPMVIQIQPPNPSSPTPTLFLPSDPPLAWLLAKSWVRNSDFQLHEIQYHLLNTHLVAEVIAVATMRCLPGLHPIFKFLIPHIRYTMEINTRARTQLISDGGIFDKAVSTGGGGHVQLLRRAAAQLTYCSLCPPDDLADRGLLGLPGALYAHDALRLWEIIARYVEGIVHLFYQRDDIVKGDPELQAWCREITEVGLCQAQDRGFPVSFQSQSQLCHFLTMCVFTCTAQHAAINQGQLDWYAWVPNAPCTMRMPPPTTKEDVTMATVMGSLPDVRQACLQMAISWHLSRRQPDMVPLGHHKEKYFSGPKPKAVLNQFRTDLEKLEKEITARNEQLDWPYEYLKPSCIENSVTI
#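 Purified human 12hLO at 150 nM in 25 mM Hepes, 0.01% Triton X-100, pH 7.0, preincubated 15 min at room temperature with compound. Reaction started with 40 uM arachidonic acid, 30 min at room temperature. Hydroperoxide measured by Fe-xylenol orange, 573/405 nm absorbance ratio.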
# An asterisk follows results filed as active; ? = inconclusive; [ ] = dose if it differs, or a comment. On the % scale 0 is the no-effect control and ±100 the full control effect; potency means the concentration at half of the fitted maximal effect. A portion of the library; count on the stated rates, not on these rows.
mol | 12-LOX inh
COc1ccc(C(=O)N2CCC3(CC2)c2nccn2-c2ccccc2CN3C)cc1OC | 29.9%
CN1C[C@H](O)[C@H]2C[C@@H]1c1ccccc1O2 | 6.4%
c1ccc(CN2C[C@H]3CCNC[C@H]32)cc1 | 52.2%[activator]
COc1ccc(S(=O)(=O)N2[C@H]3CC[C@@H]2c2cnc(-c4ccccc4)nc2C3)cc1 | 30.6%[activator]
COC(=O)[C@@H]1[C@@H](CO)[C@@H]2Cn3c(ccc(Br)c3=O)[C@H]1N2S(C)(=O)=O | -12.2%
O=C(c1ccco1)N1C[C@@H]2C[C@H](C1)c1c(-c3cccnc3)ccc(=O)n1C2 | 53.0%[activator][176 µM]
O=C(NC[C@H]1C[C@@H]2CCN1C[C@@H]2CN1CCN(c2ncccn2)CC1)c1ccc(C(F)(F)F)cc1 | 58.2%[activator]
COc1ccc(-c2cc([C@H]3CN4CC[C@H]3C[C@@H]4CNC(=O)C3CC3)n(C)n2)cc1OC | -1.5%[176 µM]
COc1ccc(CC2=NCCc3cc(OC)c(OC)cc32)cc1OC | ?
C#C[C@H]1CN2CC[C@H]1C[C@@H]2CNC(=O)Nc1cccc(C#N)c1 | 45.7%[activator][176 µM]
COc1ccccc1NC(=O)Nc1ccc2n(c1=O)C[C@H]1C[C@@H]2CN(C2CCOCC2)C1 | 12.6µM*
Fc1cncc(N2CC3CCC(C2)N3CC(F)(F)F)c1 | 5.2%[12.5 µM]
O=C1NCCCCCN[C@H]2CCC[C@@H]12 | 47.0%[activator]
OC[C@H]1C[C@@H](NC2CCOCC2)[C@H](O)[C@@H]1O | 8.0%[176 µM]
CCN(CC)C(=O)c1ccc(C2=CC3(CCNCC3)Oc3cccc(O)c32)cc1 | -17.6%[57.4 µM]
O=C(Nc1ccc(=O)n2c1[C@@H]1C[C@@H](CN(S(=O)(=O)c3ccccc3)C1)C2)c1cncnc1 | 69.1%[activator]
COc1ccccc1-c1cc([C@H]2CN3CC[C@H]2C[C@@H]3CNC(=O)CCC(=O)O)nc(C)n1 | 10.3%
O=C(NCC1CCOCC1)c1cnc(Nc2ccc(Cl)cc2Cl)nc1C(F)(F)F | -3.8%[57.4 µM]
Cn1c(CN2CCC(C#N)(c3ccccc3)CC2)nnc1C1CC(N)C1 (stereo not given) | 44.2%[activator]
COc1ccccc1-c1cc([C@H]2CN3CC[C@H]2C[C@@H]3CNS(=O)(=O)c2ccccc2)n(C)n1 | 20.3%
O=P1(NCCCl)OCCC(OO)N1CCCl (stereo not given) | -18.2%
CC[C@H]1CN2CC[C@H]1C[C@@H]2CNC(=S)Nc1ccc(N(C)C)cc1 | 4.3%[176 µM]
COc1ccc2c(c1)C1(CCN(C(=O)Nc3ccc4c(c3)OCO4)C1)C(=O)N2 (stereo not given) | 35.5%
O=C([C@H]1CN2CC[C@H]1C[C@@H]2Cn1cc(CO)nn1)N1CCOCC1 | 49.6%[176 µM]

# Some of the entries above in a different format.
CC[C@H]1CN2CC[C@H]1C[C@@H]2CNC(=S)Nc1ccc(N(C)C)cc1
  12-LOX inh: 4.3%[176 µM]
COc1ccc2c(c1)C1(CCN(C(=O)Nc3ccc4c(c3)OCO4)C1)C(=O)N2 (stereo not given)
  12-LOX inh: 35.5%
O=C([C@H]1CN2CC[C@H]1C[C@@H]2Cn1cc(CO)nn1)N1CCOCC1
  12-LOX inh: 49.6%[176 µM]

# Other structures:
mol | 12-LOX inh
O=C(NC1CC1)[C@H]1CN2CCC1C[C@@H]2Cn1cc(CSc2ccccc2)nn1 (stereo not given in full) | ?
C=CCN(C)C[C@H]1CN2CC[C@H]1C[C@@H]2CNC(=O)Nc1cccc(C#N)c1 | 60.6%[activator][176 µM]
O[C@H]1[C@H](NCC2CCCC2)[C@@H](c2ccccc2)C[C@H]1O | 18.1%[176 µM]
COCC(=O)NC[C@H]1C[C@@H]2CCN1C[C@@H]2c1cc(-c2ccc3ccccc3c2)nn1C | 121.4%[activator][176 µM]
N#Cc1cccc(NC(=O)NC[C@H]2C[C@@H]3CCN2C[C@@H]3CN2CCOCC2)c1 | -7.3%[176 µM]
O=C(NC1CC1)[C@H]1CN2CCC1C[C@@H]2Cn1cc(CCO)nn1 (stereo not given in full) | 7.4%[176 µM]
COc1ccc(-c2cc([C@H]3CN4CC[C@H]3C[C@@H]4CO)n(C)n2)cc1 | 28.9%[176 µM]
O=C(c1ccncc1)N1C[C@@H]2C[C@H](C1)c1ccc(C3CCCCC3)c(=O)n1C2 | 9.7%[176 µM]
COCCOC1CCN(C(=O)c2nn(C)c3ccccc23)CC1 | 15.6%
O=C(NCc1ccco1)[C@H]1CN2CC[C@H]1C[C@@H]2Cn1cc(CCO)nn1 | 2.4%[176 µM]
COc1cc2c(cc1OCC1CC1)NC(=O)C21CCN(C(=O)c2ccnn2C)CC1 | -2.3%[176 µM]
CCOCCCNC(=O)N1[C@H]2CC[C@@H]1c1cnc(-c3ccc(F)cc3)nc1C2 | 2.4%
CN1CCN(C(=O)Cc2c[nH]c3ncc(-c4ccoc4)cc23)CC1 | 16.1%[176 µM]
O=C1Nc2ccccc2CC12CCCN2Cc1ccncc1 (stereo not given) | -0.9%[6.33 µM]
C=CCN1CCC2(CCC1=O)CN(C(=O)Cc1cccnc1)CCN2C (stereo not given) | 23.8%
Cc1nc(-c2ccccc2)cc([C@H]2CN3CC[C@H]2C[C@@H]3CNC(=O)N2CCOCC2)n1 | 13.5%[176 µM]

# Next part.
SMILES | 12-LOX inh
COc1ccc(-c2cc([C@H]3CN4CC[C@H]3C[C@@H]4CNS(=O)(=O)c3ccccc3)n(C)n2)cc1 | 7.4%
COc1ccccc1N1CCN(C(=O)[C@H]2CN3CCC2C[C@@H]3Cn2cc(C(C)(C)O)nn2)CC1 (stereo not given in full) | 17.1%
CN(C)C(=O)[C@H]1CN2CCC1C[C@@H]2Cn1cc(-c2cccc(N)c2)nn1 (stereo not given in full) | 61.2%[activator][176 µM]
COc1ccc(-c2cc([C@H]3CN4CC[C@H]3C[C@@H]4CNS(=O)(=O)c3cccs3)n(C)n2)cc1OC | 23.3%
Cc1noc(C)c1C(=O)N1C2CCC1CN(C(C)C)C2 | 13.7%[12.5 µM]
C#C[C@H]1CN2CC[C@H]1C[C@@H]2CNS(=O)(=O)c1ccc(NC(C)=O)cc1 | 26.8%[176 µM]
O=C(NCCc1ccccc1)N1[C@H]2CC[C@@H]1c1cncnc1C2 | 31.9%[activator]
CSCC(=O)Nc1ccc(=O)n2c1[C@@H]1C[C@@H](CN(C(=O)NC3CCCCC3)C1)C2 | 58.9%[activator][176 µM]
O=S(=O)(NC[C@H]1C[C@@H]2CCN1C[C@@H]2CN1CCOCC1)c1cccs1 | -11.8%[176 µM]
CC(C)(CC(=O)O)CC(=O)N1C[C@@H]2C[C@H](C1)c1ccc(-c3cccc(C#N)c3)c(=O)n1C2 | -8.4%[176 µM]
Cc1nc(-c2ccc(N(C)C)cc2)cc([C@H]2CN3CC[C@H]2C[C@@H]3CNCc2cccc(C#N)c2)n1 | 46.5%[activator]
O=C1NCCCCCCN(Cc2ccncc2F)[C@H]2CCC[C@@H]12 | 163.8%[activator]
CCOCCCNC(=O)N1[C@H]2CC[C@@H]1c1cnc(-c3ccccc3)nc1C2 | 36.2%[activator]
Cc1ncc2c(n1)C[C@@H]1CC[C@H]2N1 | 9.2%
CC(C)S(=O)(=O)N1Cc2ccc(Br)cc2-n2nncc2C1 | 0.9%
COc1cc2c(cc1OCc1ccccc1)NC(=O)C21CCN(c2nc(C)cnc2C)CC1 | 1.2%
COC(=O)C1=C(c2ccc(OC(F)(F)F)cc2)C[C@@H]2CC[C@H]1N2C(=O)N1CCc2cc(OC)c(OC)cc2C1 | -10.1%
CC(=O)c1cn(C[C@H]2CC3CCN2C[C@@H]3C(=O)NC(C)C)nn1 (stereo not given in full) | 33.9%[activator][176 µM]
COCC1CN(C)CC12CCNCC2 (stereo not given) | 10.9%
COc1cncc(CN2CCC3(CC2)C(=O)Nc2cc(Oc4ccccc4)c(OC)cc23)c1 | 9.7%
O=C1C2CC(CN3CCCCC23)C2CCCCN12 (stereo not given) | 0.2%
Cc1ccc(C)c(S(=O)(=O)N2[C@H]3CC[C@@H]2c2cnc(-c4ccc(F)cc4)nc2C3)c1 | -16.9%
COCc1cn(C[C@H]2C[C@@H]3CCN2C[C@@H]3C(=O)N2CCOCC2)nn1 | 10.5%[176 µM]
CCOC(=O)NC(C)(C)Cc1ccc(Cl)cc1 | -10.1%[22.9 µM]

# Six successive entries out of the list so far:
SMILES | 12-LOX inh
COCC1CN(C)CC12CCNCC2 (stereo not given) | 10.9%
COc1cncc(CN2CCC3(CC2)C(=O)Nc2cc(Oc4ccccc4)c(OC)cc23)c1 | 9.7%
O=C1C2CC(CN3CCCCC23)C2CCCCN12 (stereo not given) | 0.2%
Cc1ccc(C)c(S(=O)(=O)N2[C@H]3CC[C@@H]2c2cnc(-c4ccc(F)cc4)nc2C3)c1 | -16.9%
COCc1cn(C[C@H]2C[C@@H]3CCN2C[C@@H]3C(=O)N2CCOCC2)nn1 | 10.5%[176 µM]
CCOC(=O)NC(C)(C)Cc1ccc(Cl)cc1 | -10.1%[22.9 µM]

# (more compounds)
SMILES | 12-LOX inh
COCC1CN(C)CC12CCN(Cc1ccncc1F)CC2 (stereo not given) | 58.1%[activator]
O=C(COC(=O)c1cc(Br)cc(Br)c1O)NC12CC3CC(CC(C3)C1)C2 | -1.9%
COc1ccc(-c2cn(C[C@H]3C[C@@H]4CCN3C[C@@H]4C(=O)N3CCOCC3)nn2)cc1 | 79.4%[activator][176 µM]
COc1ccccc1CNC(=O)CN1CCCC1=O | 28.2%
Cc1nc(-c2ccc(C(F)(F)F)cc2)cc([C@H]2CN3CC[C@H]2C[C@@H]3CNC(=O)CCCC(=O)O)n1 | 44.4%[activator]
Cc1ccc(N2Cc3ccccc3-n3nncc3C2)cc1 | 4.3%
COc1ccc(-c2ccc3n(c2=O)C[C@H]2C[C@@H]3CN(S(C)(=O)=O)C2)cc1 | ?
C=CCN(C)C(=O)[C@H]1CN2CCC1C[C@@H]2Cn1cc(-c2ccc(C(C)(C)C)cc2)nn1 (stereo not given in full) | 25.3%[176 µM]
COC1CN(c2cccc(F)c2)C12CCNCC2 (stereo not given) | 31.5%[activator]
Cn1nc(-c2ccc(F)cc2)cc1[C@H]1CN2CC[C@H]1C[C@@H]2CNC(=O)c1ccc2c(c1)OCO2 | 25.6%
CN(C)CCc1c[nH]c2ccc(O)cc12 | -1.9%[176 µM]
O=C(NC[C@H]1C[C@@H]2CCN1C[C@@H]2CN1CCC(Cc2ccccc2)CC1)Nc1ccsc1 | -5.2%
CN(CCc1ccccn1)C[C@H]1CN2CC[C@H]1C[C@@H]2CNC(=O)c1ccc2c(c1)OCO2 | 159.4%[activator]
CC(C)N1CC2CCC(C1)N2S(=O)(=O)C1CC1 | 10.2%[12.5 µM]
O=C(NCCN1CCC2(CC1)C(=O)NCN2c1ccccc1)c1ccccc1F | ?
O=C(Oc1ccc([N+](=O)[O-])cc1)N1CCN(Cc2cccc(Oc3ccccc3)c2)CC1 | -31.0%[57.4 µM]
CCC(CC)C(=O)NC[C@H]1C[C@@H]2CCN1C[C@@H]2c1cc(-c2ccc(OC)c(OC)c2)nn1C | 36.0%[activator]
CN(CC1CCCCC1)C1CCc2ccccc2C1 (stereo not given) | 5.3%[176 µM]
Cc1conc1CN1CC2(C1)NC(=O)c1ccccc1O2 | 27.9%[176 µM]
O=C(Cc1ccc(F)cc1)N1CCN(C2CCN(CCc3ccccc3)C2=O)CC1 (stereo not given) | 17.2%
CCn1c(CO)nnc1C1CC(NC(=O)c2cnn(Cc3ccccc3)c2)C1 (stereo not given) | 11.9%
O=C(Cc1ccc(Cl)cc1)N1Cc2ccccc2CC2(CCCN2CC2CCNC2)C1 (stereo not given) | 6.5%[6.33 µM]
C=CCN(C)C[C@H]1CN2CC[C@H]1C[C@@H]2CNC(=O)Nc1ccsc1 | 23.3%[176 µM]
CCCCc1cn(C[C@H]2CC3CCN2C[C@@H]3C(=O)NCCOC)nn1 (stereo not given in full) | 16.5%[176 µM]
COc1ccc(NC(=O)OC[C@H]2C[C@@H]3CCN2C[C@@H]3c2cc(-c3ccc(N(C)C)cc3)nc(C)n2)cc1 | ?
CC(C)CCN1CCC2(CC1)C(=O)Nc1ccccc12 | 2.1%[12.5 µM]
O=C1CO[C@H]2CN(Cc3ccco3)C[C@H]2N1Cc1cccnc1 | 23.9%[176 µM]
COC(=O)C(Cl)C(=O)OC | -8.6%[22.9 µM]
COc1ccc(NC(=O)NC[C@H]2C[C@@H]3CCN2C[C@@H]3CN2CCN(c3ncccn3)CC2)cc1 | ?
Cc1noc(C)c1S(=O)(=O)N1[C@H]2CC[C@@H]1c1cnc(-c3ccccc3)nc1C2 | 6.4%
COCC(=O)NC[C@H]1C[C@@H]2CCN1C[C@@H]2c1cc(-c2ccc(OC)cc2)nn1C | 19.2%[176 µM]
O=C(C1CCCCC1)N1[C@H]2CC[C@@H]1c1cnc(-c3ccccc3)nc1C2 | 0.1%
CC(=O)Nc1ccc(-c2ccc(=O)n3c2[C@@H]2C[C@@H](CN(C(=O)CN(C)C)C2)C3)cc1 | -34.3%[176 µM]
CCOC(=O)CCNC(=O)N1[C@H]2CC[C@@H]1c1cnc(-c3ccccc3)nc1C2 | 8.7%
Cc1ncsc1CCC(=O)N1C[C@@H](c2ccccc2)[C@@H]2[C@H]1C1CCN2CC1 | 14.3%
CCC(CC)c1cc([C@H]2CN3CC[C@H]2C[C@@H]3CNS(=O)(=O)Cc2ccccc2)nc(-c2ccncc2)n1 | 38.2%[activator]
C=CCN(C)C(=O)[C@H]1CN2CCC1C[C@@H]2Cn1cc(CSc2ccccc2)nn1 (stereo not given in full) | 27.0%[176 µM]
Cc1nc(-c2cccs2)cc([C@H]2CN3CC[C@H]2C[C@@H]3CNC(=O)CSCC(=O)O)n1 | 14.7%
